Compound activity from PubChem BioAssay.
QS inhibitor – S. aureus quorum sensing inhibitors, primary screen, RNAIII-GFP reporter, flow cytometry. S. aureus RN6390 RNAIII-GFP reporter, AIP-induced, flow cytometry 3 h. inhibition, % at 2 µM. 0.3% of 24,000 active;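 active = share of bacteria positive for the green fluorescent reporter and its mean brightness both inhibited by 50% or more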;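 also: 0% = AIP-stimulated control and 100% = unstimulated bacteria without AIP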
QS inhibitor GFP MFI % – recorded beside QS inhibitor, whose call it bears; inhibition, %; measured here: inhibition of GFP MFI
* hit, by the source's call. This is a subset. The share of hits here may be higher or lower than overall.

SMILES	QS inhibitor	QS inhibitor GFP MFI %
CN1CCc2c(c3ccccc3n2Cc2ccccc2)C1	-2	0
CCOC(=O)CNC(=O)CSc1nc(N)cc(N)n1	-6	-24
O=C1c2ccccc2C(=O)C1c1nccc2ccccc12	-2	-23
O=C1c2ccccc2NC2CCCCCN12 (stereo unspecified)	1	11
COc1ccc(-c2nc(C#N)c(NCCN(C)C)o2)cc1	-3	-20
Cc1cc(C)c(S(=O)(=O)Nc2cccc3nsnc23)c(C)c1	6	16
Cc1cc(=O)c2ccccc2[nH]1	5	14
COc1cc(N=c2ssnc2Cl)cc(OC)c1OC	2	10
CC(C)(C)C1CCc2onc(C(=O)Nc3cccnc3)c2C1 (stereo unspecified)	-5	-13
Cn1c(=O)oc2cc(S(=O)(=O)N3CCN(Cc4ccc5c(c4)OCO5)CC3)ccc21	0	27
COc1ccc(-c2nc(SC)n(C)c(=O)c2C#N)cc1OC	-2	-19
CSC1=NCCN1C(=O)c1cccc(Br)c1	3	13
Cn1c(=O)c2c(-c3ccccc3)n(CCCN3CCOCC3)cc2n(C)c1=O	-2	10
CC(C)OCCCn1c(=S)[nH]c2ncccc2c1=O	2	8
CC(=O)c1ccc(NC(=O)CSc2nnc(-c3ccoc3C)n2Cc2ccccc2)cc1	-1	-3
CCOC(=O)N1CCC(NC(=O)Cc2ccc(-n3c(=O)[nH]c4ccccc4c3=O)cc2)CC1	-1	-4
Cc1ccc(S(=O)(=O)N(C)CC(=O)Nc2nc3ccccc3s2)cc1	-5	-24
Cc1ccc(S(=O)(=O)N(CC(=O)N2CCOCC2)CC(=O)N2CCOCC2)cc1	-6	-60
CCSc1nc(-c2ccc(OC)cc2)ccc1C#N	0	1
NC(=O)C1(N2CCCCC2)CCN(C(=O)c2cccs2)CC1	-2	-7
COc1ccccc1CCNC(=O)C1CCCO1 (stereo unspecified)	0	34
COc1ccc(C2C(C(N)=O)=C(C)Nc3nc(-c4cccc(Cl)c4)nn32)cc1OC (stereo unspecified)	3	11
CC(C)OC(=O)c1nnn(-c2nonc2N)c1CN1CCCCCC1	-3	-7
Cc1ccccc1-n1c(=O)cc(N2CCc3ccccc3C2)[nH]c1=O	16	30
C#CC(C)(CC)NC(=O)Cn1nnc(-c2ccc(S(C)(=O)=O)cc2)n1 (stereo unspecified)	-2	-2
C=CCc1ccccc1OCC(O)CNC(C)C (stereo unspecified)	0	-12
CC(C)(C)c1ccccc1NC(=O)c1cccnc1	-2	-4
O=C(NCCc1ccccc1)c1cc(-c2ccco2)on1	-3	-9
CC1(C)CC(=O)C2=C(C1)NC(=O)CC2c1ccc(N(CCC#N)CCC#N)cc1 (stereo unspecified)	-5	-4
Cc1nc2ccccc2c(=O)n1NCc1cccs1	8	15

Some values from the entries so far.
In QS inhibitor, CCOC(=O)N1CCC(NC(=O)Cc2ccc(-n3c(=O)[nH]c4ccccc4c3=O)cc2)CC1 is listed with -1
In QS inhibitor GFP MFI %, C=CCc1ccccc1OCC(O)CNC(C)C (stereo unspecified) is listed with -12
In QS inhibitor GFP MFI %, NC(=O)C1(N2CCCCC2)CCN(C(=O)c2cccs2)CC1 is listed with -7
In QS inhibitor GFP MFI %, COc1ccc(C2C(C(N)=O)=C(C)Nc3nc(-c4cccc(Cl)c4)nn32)cc1OC (stereo unspecified) is listed with 11

The listing continues:
SMILES	QS inhibitor	QS inhibitor GFP MFI %
O=c1ccn(Cc2ccccc2Cl)cc1	-1	-1
Cc1cccc(C)c1NC(=O)Cn1c(=O)n(CCCC(=O)NCc2ccco2)c(=O)c2sccc21	4	12
Cc1ccc2[nH]c(=O)c(-c3noc(-c4ccncc4)n3)cc2c1	-7	-9
COc1cccc(OC)c1C(=O)Nc1ccccc1N1CCCC1	0	4
CCOC(=O)C(C)On1c(SC(C)C(=O)OCC)nc2ccccc2c1=O (stereo unspecified)	1	21
COc1ccccc1NC(=O)C1C2C=CC3(CN(Cc4cccnc4)C(=O)C13)O2 (stereo unspecified)	2	10
COc1ccc(-c2cnnn2-c2ccc(NC(=O)c3ccco3)cc2)cc1OC	0	6
COc1cc(C(=O)Nc2cc(Cl)ccc2C)c(-n2cnnn2)cc1OC	0	-5
CCCN(CCC)C(=O)Cn1ccc(=N)c2ccccc21	1	-17
O=C(O)C1CCCN(S(=O)(=O)c2cccc3cccnc23)C1 (stereo unspecified)	-9	-31
Cc1cc(S(=O)(=O)NC2CCCCC2)c(C)s1	-5	-10
Cc1ccc(-c2nc(CS(=O)(=O)CC(=O)N3CCCCCC3)c(C)o2)cc1	17	27
O=S(=O)(NCc1ccco1)c1cccc2cccnc12	-1	4
Cc1conc1NC(c1cccs1)c1ccc2cccnc2c1O (stereo unspecified)	0	-6
CC(C)(C)c1ccc(C(O)CCCN2CCC(C(O)(c3ccccc3)c3ccccc3)CC2)cc1 (stereo unspecified)	8	15
CC1CN(Cc2nc3c(c(=O)[nH]c(=O)n3C)n2CCCc2ccccc2)CC(C)O1 (stereo unspecified)	1	18
CCOc1ccc(-c2cc(C(=O)NCCCN3CCN(CC)CC3)c3ccccc3n2)cc1	-1	-17
CCc1ccccc1N1C(=O)C2CC(C)=C(C)CC2C1=O (stereo unspecified)	1	1
O=C(NCc1cccs1)C1CCCN(S(=O)(=O)c2cnc[nH]2)C1 (stereo unspecified)	-3	-5
CCNc1oc(COc2cccc(C)c2)nc1C#N	0	3
COc1ccccc1-c1cc(C(=O)Nc2ccccc2SC)no1	4	8
CC(CCc1ccco1)NC(=O)CSc1cc(=O)n(C)c2ccccc12 (stereo unspecified)	0	2
COc1cccc(-c2cc(C(=O)Nc3c(C)nn(Cc4ccccc4C)c3C)no2)c1	18	30
CCC(C)OC(=O)C1=C(C)NC2=C(C(=O)C(C(=O)OC)C(C)C2)C1c1ccc(N(C)C)cc1 (stereo unspecified)	0	25
CCOc1ccc(OCC)c(NC(=O)CC2Oc3ccc(C)cc3NC2=O)c1 (stereo unspecified)	0	-13
COC(=O)Cc1cc(=O)n(-c2ccccc2)[nH]1	0	4
Cc1cccc(C)c1NC1=NC2(CCCCC2)N=C(N)N1	1	14
O=C(NCCC1=CCCCC1)C1CCN(S(=O)(=O)N2CCOCC2)CC1	1	-10
Cc1ccc(S(=O)(=O)N2CCCN(S(=O)(=O)C3CCS(=O)(=O)C3)CC2)cc1 (stereo unspecified)	0	0
COC(=O)c1cccc(CSc2nnc(-c3ccco3)n2-c2ccccc2)c1	1	14

Four compounds out of the list above, sorted by their value in QS inhibitor GFP MFI %, falling:
mol | QS inhibitor | QS inhibitor GFP MFI %
COC(=O)c1cccc(CSc2nnc(-c3ccco3)n2-c2ccccc2)c1 | 1 | 14
CCNc1oc(COc2cccc(C)c2)nc1C#N | 0 | 3
CCOc1ccc(OCC)c(NC(=O)CC2Oc3ccc(C)cc3NC2=O)c1 (stereo unspecified) | 0 | -13
CCOc1ccc(-c2cc(C(=O)NCCCN3CCN(CC)CC3)c3ccccc3n2)cc1 | -1 | -17

(next part)
SMILES	QS inhibitor	QS inhibitor GFP MFI %
Cc1ccc(C)c2[nH]c(=O)c(CCNC(=O)c3ccc(S(=O)(=O)N(C)C)cc3)cc12	0	6
CCN(CCO)C(=O)CC(c1ccccc1)c1cc(Br)ccc1O (stereo unspecified)	0	3
CN1CCc2nc(SCCOc3ccccc3)c(C#N)cc2C1	4	17
COc1ccc(N(C(=O)c2ccc(Br)o2)C2C=CS(=O)(=O)C2)cc1 (stereo unspecified)	2	2
Cc1nnc(SCC(=O)Nc2nccs2)s1	0	3
COc1ccc(C2CC(c3cccc(C)c3)n3ncnc3N2)cc1 (stereo unspecified)	0	0
CC(C)(C)OC(=O)N1CCC(C(=O)N2CCCCCC2)CC1	1	7
Cc1ccc(-c2noc(CN(C(=O)C34CC5CC(CC(C5)C3)C4)C(C)C)n2)cc1	1	4
O=C(c1ccccc1)N1CC(COc2ccccc2)OC(c2cccnc2)O1 (stereo unspecified)	28	41
CCOC(=O)C1=C(C)Nc2ncnn2C1c1cc(Br)ccc1F (stereo unspecified)	5	9
COc1ccccc1N1CCN(C(=O)c2cc(-c3ccc4c(c3)OCO4)on2)CC1	-2	-16
CCOC(=O)C(Cc1ccccc1)NS(=O)(=O)c1ccc(NC(C)=O)cc1 (stereo unspecified)	0	3
CCC(=O)N1CCc2cc(Br)cc(S(=O)(=O)NCCN3CCCCC3CC)c21 (stereo unspecified)	15	33
COCCNC(=O)CSc1nc2cc(OC)c(OC)cc2c(=O)n1Cc1ccco1	-1	-13
COc1ccc(OC)c(NC(=O)C2CCN(S(=O)(=O)c3c(C)noc3C)CC2)c1	-2	-23
COc1ccc(-c2nnc(NC(=O)c3ccc(S(=O)(=O)N4COCC4(C)C)cc3)o2)cc1	12	50
O=C(C1CCCN1S(=O)(=O)c1ccc(Cl)c(Cl)c1)N1CCCCC1 (stereo unspecified)	0	-3
CS(=O)(=O)N(CC(=O)NCCSCc1cccc(Cl)c1)c1ccc2c(c1)OCO2	2	11
Cc1nn(Cc2ccccc2)c(C)c1NC(=O)c1cc(-c2cccs2)on1	-7	-44
CC1CN(C(=O)c2scc3c2OCCO3)CC(C)O1 (stereo unspecified)	-1	16
COc1cccc2c(=O)c3c(cnn3C)n(C)c12	-10	-68
O=C(c1cc2ccccc2oc1=O)N1CCCN(C(=O)c2cc3ccccc3oc2=O)CC1	-5	-6
CN1[C@@H]2CC(OC(=O)[C@H](CO)c3ccccc3)C[C@H]1[C@@H]1O[C@@H]12 (stereo partly specified)	-2	4
O=C(Nc1ccc(Cl)cc1)N1CCSCC1	-2	-2
Cc1nc2sc(C(c3ccccc3)N3CCOCC3)c(O)n2n1 (stereo unspecified)	4	22
O=C(CN1C(=O)C2C3C=CC(C3)C2C1=O)Nc1ccc2c(c1)OCCO2 (stereo unspecified)	3	14
CCOC(=O)N1CCC(c2nc(C)sc2C(=O)O)CC1	2	3
Cn1c(C(=O)NCCN2CCc3ccccc3C2)cc2c(=O)n(C)c3ccccc3c21	1	8
Cc1ccccc1-c1nc(CS(=O)(=O)CC(=O)NCCCN2CCCC2=O)c(C)o1	3	6
CCN(CC)S(=O)(=O)c1ccc2oc(C(=O)NC(C)C)c(C)c2c1	24	27

6 records picked at random from the list so far, as already listed:
SMILES	QS inhibitor	QS inhibitor GFP MFI %
O=C(C1CCCN1S(=O)(=O)c1ccc(Cl)c(Cl)c1)N1CCCCC1 (stereo unspecified)	0	-3
CC(CCc1ccco1)NC(=O)CSc1cc(=O)n(C)c2ccccc12 (stereo unspecified)	0	2
CCC(C)OC(=O)C1=C(C)NC2=C(C(=O)C(C(=O)OC)C(C)C2)C1c1ccc(N(C)C)cc1 (stereo unspecified)	0	25
CC(C)(C)c1ccccc1NC(=O)c1cccnc1	-2	-4
CCOC(=O)C(C)On1c(SC(C)C(=O)OCC)nc2ccccc2c1=O (stereo unspecified)	1	21
CS(=O)(=O)N(CC(=O)NCCSCc1cccc(Cl)c1)c1ccc2c(c1)OCO2	2	11

(cont.)
SMILES	QS inhibitor	QS inhibitor GFP MFI %
Cc1ccc2oc(=O)c3cnn(CC(=O)NCCN(C)C)c3c2c1	0	6
COc1ccccc1-n1cnc2cc(C(=O)NCCCN3CCOCC3)ccc21	-7	-49
Cc1nc2cccc(C(=O)NCc3ccccc3)c2o1	-7	-6
COc1ccc(C2C=C(c3ccc(Br)s3)Nc3ncnn32)cc1OC (stereo unspecified)	-4	-5
COc1ccc(S(=O)(=O)Nc2cccc(C)n2)c2ccccc12	0	-45
CC1(C)CC(=O)c2cc(OCC(=O)NCCN3CCCc4ccccc43)ccc2O1	1	8
COc1ccccc1CNC(=O)CCn1c(=O)sc2ccccc21	4	17
CN1CCN(C(=O)Cn2c(=O)oc3cc(S(=O)(=O)NCc4ccccc4)ccc32)CC1	-6	-22
COc1ccc(CCNC(=O)c2ccn[nH]2)cc1OC	5	13
CCOc1ccc(-n2c(=S)sc3c(=O)[nH]c(SCC(=O)NCc4ccco4)nc32)cc1	-6	-6
CC(=O)c1cccc(NC(=O)C2CCCN2S(=O)(=O)c2cccc3cccnc23)c1 (stereo unspecified)	-8	-9
O=C(Nc1cccnc1)c1cc(-c2cccs2)on1	-9	-32
COc1ccccc1NC(=O)CN1CCN(CC(=O)Nc2ccccc2F)CC1	-2	-24
CCOC(=O)N1CCN(C(=O)CCn2c(=S)[nH]c3cc(OCC)c(OCC)cc3c2=O)CC1	-5	-29
CCOC(=O)c1nnn(-c2nc(N3CCCC3)nc(N3CCCC3)n2)c1-c1ccccc1	-4	-9
CCN(c1ccccc1)S(=O)(=O)c1ccc2[nH]cc(C(=O)NCCOC)c(=O)c2c1	-1	2
CCN1CCN(C(=O)c2ccc3c(=O)n(CCC4=CCCCC4)c(=O)[nH]c3c2)CC1	4	12
Nc1nc(F)nc2c1ncn2[C@@H]1O[C@H](CO)[C@@H](O)[C@@H]1O	0	2
CC(=O)NCCCCCCNC(C)=O	-2	-12
COc1cccc2c1OC1(C)CC2NC(=O)N1c1cccc(C(=O)N2CCN(c3ccccn3)CC2)c1 (stereo unspecified)	-1	1
O=C(C1CCN(S(=O)(=O)N2CCC3(CC2)OCCO3)CC1)N1CCc2ccccc2C1	-1	10
COc1cccc(C2=NOC(C(=O)NCc3ccco3)C2)c1 (stereo unspecified)	-2	0
COc1ccccc1C(=O)NCC(=O)Nc1ccccc1	0	3
CCOC(=O)N1CCN(CC(O)COc2ccccc2C(C)C)CC1 (stereo unspecified)	-1	-9
